Assay outcomes: PubChem, several laboratories
PfHsp40 yeast – rescue of yeast from PfHsp40 toxicity, primary screen, S. cerevisiae, ATP luminescence. growth rescue, % at 12.5 µM. AID 504582, 2011. hit rate 0.68% among 340,000. S. cerevisiae expressing PfHsp40, growth rescue; in the data active = growth rescue above about 28%, passing the limit was not always enough; inconclusive = no clear call, values can overlap the other calls;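 note: yeast W303a lacking pdr1 and pdr3 grown in galactose medium; growth measured after three days at 30 °C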
Y pestis TopoI – Yersinia pestis topoisomerase I inhibitors, primary screen, biochemical, cleavage product accumulation, plate reader, single point; DNA topoisomerase I (Yersinia pestis CO92); Y. pestis Topo-I cleavage product accumulation; activity, % at 10 µM; hit rate 0.064% among 360,000; AID 504884, 2011; in the data active = activity above about 50%, passing the limit was not always enough; inconclusive = no clear call, values can overlap the other calls; note: inactives centre near 2
SARS 3CLpro inh – SARS-CoV 3CLpro protease inhibitors, primary screen, biochemical, quenched FRET. Replicase polyprotein 1ab (Severe acute respiratory syndrome coronavirus), P0C6X7. recombinant SARS-CoV 3CLpro, quenched FRET peptide cleavage. inhibition, % at 6 µM. hit rate 0.14% among 290,000. AID 1706, 2009; in the data active = inhibition above about 12%
Anthrax LF inh2 – Bacillus anthracis LF protease inhibitors, primary screen, biochemical, multiplex microsphere, MLPCN library | multiplex microsphere protease cleavage assay | inhibition, % at 10 µM | hit rate 0.12% among 360,000 | AID 588501, 2011; note: plate controls were buffer without enzyme for full effect and enzyme alone for no effect
Target sequence (P15917 whole entry, looked up): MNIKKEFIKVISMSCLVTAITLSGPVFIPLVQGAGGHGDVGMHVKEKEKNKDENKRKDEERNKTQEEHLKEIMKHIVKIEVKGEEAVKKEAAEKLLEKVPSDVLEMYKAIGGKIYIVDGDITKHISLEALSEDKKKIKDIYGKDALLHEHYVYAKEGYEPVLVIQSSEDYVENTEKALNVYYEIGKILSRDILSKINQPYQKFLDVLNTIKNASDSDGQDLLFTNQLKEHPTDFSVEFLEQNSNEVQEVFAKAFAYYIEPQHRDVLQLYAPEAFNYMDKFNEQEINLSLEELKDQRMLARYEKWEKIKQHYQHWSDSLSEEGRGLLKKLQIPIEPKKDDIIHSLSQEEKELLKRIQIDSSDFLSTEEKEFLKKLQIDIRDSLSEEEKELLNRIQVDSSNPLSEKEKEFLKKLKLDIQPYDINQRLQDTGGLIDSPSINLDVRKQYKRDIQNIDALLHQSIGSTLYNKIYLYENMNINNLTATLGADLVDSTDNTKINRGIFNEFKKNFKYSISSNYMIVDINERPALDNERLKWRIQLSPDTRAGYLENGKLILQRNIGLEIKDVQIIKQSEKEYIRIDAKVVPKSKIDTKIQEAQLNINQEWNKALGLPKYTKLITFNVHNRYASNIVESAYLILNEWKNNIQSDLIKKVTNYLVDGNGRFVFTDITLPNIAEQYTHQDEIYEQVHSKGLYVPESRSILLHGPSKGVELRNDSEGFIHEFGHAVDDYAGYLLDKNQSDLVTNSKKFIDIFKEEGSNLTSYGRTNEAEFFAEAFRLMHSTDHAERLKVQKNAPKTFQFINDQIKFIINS
BoNT A protease – BoNT/A light chain protease inhibitors, primary screen, biochemical, flow cytometry, MLPCN library; inhibition, % at 10 µM; multiplex microsphere protease substrate cleavage; Botulinum neurotoxin type A light chain protease (Clostridium botulinum A str. ATCC 3502); hit rate 0.17% among 360,000; note: plate controls were buffer without enzyme for full effect and enzyme alone for no effect
TcdB GH inh – TcdB glycohydrolase inhibitors, primary screen, biochemical, single point, plate reader; AID 652162, 2013; hit rate 0.24% among 350,000; inhibition, % at 9.99 µM; TcdB glycohydrolase enzymatic assay; in the data active = inhibition above about 10%
BH1578 lux ind – inducers of Vibrio cholerae quorum light production without autoinducers, primary screen, BH1578 luxS cqsA deficient, single point | hit rate 0.16% among 350,000 | activation, % at 18.7 µM | V. cholerae BH1578 lux reporter, luminescence, 6 h | AID 588436, 2011; in the data active = activation mostly above about 9.7%, no sharp cut-off; inconclusive = no clear call, values can overlap the other calls; inactive = mostly below about 3.7%; note: not every result past the cut was called active; inactives centre near 0; reference of the scale not given here
VHR inh abs – VHR1 phosphatase inhibitors, primary screen, biochemical, absorbance, uHTS; Dual specificity protein phosphatase 3 (Homo sapiens), P51452; recombinant VHR phosphatase, pNPP absorbance; inhibition, % at 13.3 µM; hit rate 0.52% among 290,000; AID 1654, 2009; in the data active = inhibition above about 50%; note: some compounds called inactive have numbers as strong as hits
Target sequence (P51452 whole entry, looked up): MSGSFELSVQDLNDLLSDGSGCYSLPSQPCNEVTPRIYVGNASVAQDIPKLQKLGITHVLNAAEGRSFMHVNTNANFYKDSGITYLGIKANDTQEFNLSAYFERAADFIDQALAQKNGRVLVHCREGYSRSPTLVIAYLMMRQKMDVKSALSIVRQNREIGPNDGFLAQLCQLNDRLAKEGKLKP
SSB-PriA inh – inhibitors of Klebsiella pneumoniae PriA binding to SSB C-terminal tail, primary screen, biochemical, AlphaScreen | AlphaScreen SSBct-PriA binding, biotinylated peptide | AID 1272365, 2023 | hit rate 0.6% among 430,000 | PriA–SSB C-terminal tail interaction (Klebsiella pneumoniae) | inhibition, % at 33 µM; in the data active = inhibition mostly above about 37%, no sharp cut-off; inactive = mostly below about 20%;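 note: plate controls were negative control peptide for no effect and reference peptide for full effect; strong numbers were not always called active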
CCHF vOTU inh – CCHFV vOTU protease inhibitors, primary screen, biochemical, Pep-AMC substrate, fluorescence | Crimean-Congo hemorrhagic fever virus L polyprotein viral ovarian tumor (vOTU) protease … | inhibition, % at 11.5 µM | hit rate 0.55% among 370,000; in the data active = inhibition above about 30%; note: 0% = vehicle wells with enzyme and 100% = no enzyme wells
* = called active by the depositor; i = inactive; ? = inconclusive; · = not tested or not shown; & = joins results of further samples. Cut-off read from the data, not from the text of the source, unless noted: active = inhibition above about 30%; inconclusive = no clear call, values can overlap the other calls; inactive = below that.

SMILES	PfHsp40 yeast	Y pestis TopoI	SARS 3CLpro inh	Anthrax LF inh2	BoNT A protease	TcdB GH inh	BH1578 lux ind	VHR inh abs	SSB-PriA inh	CCHF vOTU inh
Cc1n[nH]c(=O)c2c(NC(=O)CSc3c(Cl)cccc3Cl)oc(C)c12	·	4	·	2	-0.3	1.1	-0.7	·	-17	3
O=C(CSc1nc2ncc(Cl)cc2[nH]1)c1c[nH]c2ccccc12	0.3	-4	2	4	19	1.1	i	10	-1	2
CCCC(C(=O)n1nc(C)cc1C)C(NS(=O)(=O)c1ccc(C)cc1)c1ccccc1 (stereo not drawn)	5.6	23	8	9	0.2	·	0.8	39	-15	11
CN(C)c1ccc(S(=O)(=O)N2CCC(Cc3ccccc3)CC2)cn1	1.5	-5	·	-1	2.2	-0.3	i	·	-3	-7
O=C(Nc1ccc2c(c1)OCCO2)c1cccc(Cl)c1Cl	1.0	0	-2	·	·	0.8	0.1	4	-12	9
O=C(NCc1ccc2c(c1)OCO2)c1ccc2c(c1)OCCO2	7.7	6	-2	0	0.3	·	3.1	35	-9	4
CC[n+]1c(C)cc(C)n1-c1ccccc1	-2.0	-4	-6	-3	-1.0	-0.2	1.6	28	-7	4
COC(=O)c1ccccc1NC(=O)c1cnc2sccn2c1=O	-1.1	8	4	-1	0.4	·	-1.7	2	-6	-8
Cc1ccc(C)c(OCc2n[nH]c(=S)o2)c1	-1.1	-3	0	-5	-0.9	1.2	-0.4	23	-5	8
O=S(=O)(c1ccc2ccccc2c1)N1CCN(S(=O)(=O)N2CCOCC2)CC1	-1.9	18	-3	0	0.6	·	i	11	-14	10
CN(Cc1ccccc1)C(=C(Cl)Cl)C(=C1NCCN1)[N+](=O)[O-]	-1.0	10	-6	-5	-1.6	·	i	6	-22	·
O=c1cc(CN2CCN(c3cccc(Cl)c3)CC2)c2cc(O)c(-c3ccccc3)cc2o1	-1.2	-1	-5	-2	0.6	·	5.9	11	9	-2
O=C(Nc1ccccc1OC(F)F)c1ccc(Br)o1	-0.8	0	-2	-2	-0.3	·	32*	9	-6	-1
COc1ccc(NC(=O)Cn2nnc(C(=O)NCc3cccs3)c2N)cc1OC	-1.1	0	-3	0	-0.3	1.1	0.1	7	-2	-16
Cn1cccc1/C=N/NC(=O)C(O)c1ccccc1 (stereo not drawn)	-1.2	-1	5	-10	-1.6	0.1	-0.1	-9	i	-4
CC(C)C[C@H]1COc2cccc(N3CCN(C)CC3)c2S(=O)(=O)N1	·	·	·	-4	0.0	-0.2	·	·	·	14
Cn1c(=O)n(Cc2ccco2)c(=N)c2c3c(sc21)CCCC3	-1.8	4	-1	-2	1.1	3.7	-0.3	13	-3	11
CCC(CC)C(=O)Nc1nnc(S(=O)(=O)N2CCCc3ccccc32)s1	-0.9	15	-5	8	-0.4	1.5	-0.2	10	-13	0
O=C(NCc1cccc(Cl)c1)c1ccncc1	-0.1	-13	-4	3	3.8	0.0	-1.5	1	-1	-9
Cc1cc(OCC(=O)Nn2cnnc2)ccc1Br	0.0	-1	-1	-3	-1.1	-0.6	-2.9	13	-3	·
CC(C)(C)CN1C(N)=NC[C@@H]1c1ccccc1	-0.6	-2	·	4	-0.5	·	i	·	-2	-1
CCc1cc2c(=O)c(-c3ccc4c(c3)OCCO4)c(C)oc2cc1OS(C)(=O)=O	-0.7	23	5	-1	1.1	·	3.8	18	-7	29
COc1ccc(N(Cc2cc3ccccc3[nH]c2=O)S(=O)(=O)c2ccccc2)cc1	-0.1	22	4	-1	-0.8	0.1	0.0	21	-4	-3
CNC(=S)NN=C(C)CCCC(C)=NNC(=S)NC	-1.6	6	·	-1	-0.3	-1.8	i	·	2	0
N#CC1=C(N)SC(N)=C(C#N)C1c1ccnc2ccccc12	-0.4	-8	3	4	3.6	·	i	7	2	24
The results go on:
SMILES	PfHsp40 yeast	Y pestis TopoI	SARS 3CLpro inh	Anthrax LF inh2	BoNT A protease	TcdB GH inh	BH1578 lux ind	VHR inh abs	SSB-PriA inh	CCHF vOTU inh
COc1cccc(NC(=O)c2ccc3c(c2)OCO3)c1	-1.5	-2	-1	0	0.4	3.6	-0.7	5	10	4
Cc1ccc2c(=O)oc(N(C)C)nc2c1	0.2	-6	4	-2	-0.8	0.3	-0.2	20	3	11
CCC1(CC)C(=O)NC(=O)N(c2ccccc2)C1=O	-1.4	-5	·	0	0.0	0.5	-0.4	·	-11	-4
O=C(Nc1ccc(-c2nc3ccccc3[nH]2)cc1)c1c(F)c(F)c(F)c(F)c1F	-1.6	-14	-6	2	0.1	-2.5	-0.4	11	-4	-7
CCCNC(=O)Cc1c(OC)ccc2cc(Br)ccc12	-0.3	-1	2	-2	-0.5	·	-2.6	-8	-5&-5	-1
CCS(=O)(=O)c1ccc2oc(Nc3cc(Cl)ccc3OC)nc2c1	1.1	0	2	1	0.7	0.7	2.8	1	-6	-12
COc1ccc(OC)c(C(=O)/C=C/c2cccnc2)c1	0.4	5	4	18	4.3	2.4	i	-20	-20	3
CC(=O)C1=C(C)NC(SCC(=O)c2ccc(F)cc2)=C(C#N)C1CC(C)C (stereo not drawn)	0.5	5	-1	0	-0.3	3.6	-0.5	43	-10	2
CC(C)=C1SC(N2CCN(c3ccc(C)c(Cl)c3)CC2)=NC1=O	-1.5	15	4	-4	?	1.0	-0.7	9	-5&-7	-10
COC(=O)c1cc2n(n1)CCN(Cc1ccccc1F)C2=O	0.8	3	1	0	0.1	·	i	4	-10	4
COc1cccc(NC(=O)CCN2CCN(C)CC2)c1	-0.2	5	4	-2	0.2	0.8	-0.6	32	-3	-14
Cc1ccc(NC(=O)CCC(=O)c2cc(C)sc2C)nc1	1.0	-6	·	?	-3.7	0.8	7.1	·	-3	4
CCNc1sc(C(=O)c2cccs2)c(N)c1-c1nc2ccccc2s1	0.7	-12	1	-4	3.2	·	2.8	17	55*	-5
COc1ccc(Br)cc1/C=N/NC(=O)c1ccc(OC)c(OC)c1	-0.7	4	-1	0	-0.2	1.5	-0.2	9	·	1
O=C(COC(=O)CCSc1ccccc1)NCc1ccccc1	0.0	-9	3	-2	-0.8	0.6	-0.3	22	-30	6
CCOC(=O)[C@]12Cc3cc(OC)ccc3[C@H]1N(Cc1ccccc1)C(=O)c1cc(F)c(F)cc12	0.3	6	·	-2	0.0	0.8	i	·	-2	9
O=c1c2ccccc2[nH]c(=S)n1Cc1cccnc1	0.2	1	0	-2	?	0.1	i	6	-1	20
Cn1cc2ccc(N)cc2n1	0.4	4	4	4	-0.5	0.0	i	12	-10&8	-8
CCCCC(=O)NNC(=O)N1c2ccccc2Sc2ccccc21	0.4	-10	-7	-4	2.0	0.3	i	·	13	-3
CCN(CC)C(=O)C1=C(C)N(Cc2ccc(F)cc2)C(=O)C(CC(=O)NCc2ccco2)C1 (stereo not drawn)	·	-7	·	5	0.4	0.3	-0.2	·	·	7
COc1cccc(NC(=O)CCN2C(=O)c3ccccc3Sc3ncccc32)c1	1.5	4	-6	0	-0.2	0.7	i	5	6	5
CCOC(=O)C1CCN(C(=O)c2ccccc2NC(=O)c2ccc(Br)cc2)CC1	0.4	10	-5	0	-0.7	0.6	-0.2	5	-1	-5
O=C(NC(O)C(=O)c1ccccc1)c1cccs1 (stereo not drawn)	-1.0	-4	-2	-2	-0.2	0.9	-0.5	-13	1	-8
Cc1ccc(Sc2c(C)[nH]n(C(C)(C)C)c2=O)cc1	1.0	9	6	-7	3.0	·	-1.7	37	-13	2
Cc1ccc(NC2c3ncccc3C(=O)N2Cc2ccco2)c(C)c1 (stereo not drawn)	-0.3	-7	4	-1	-0.2	0.4	i	24	3	2

Profiles as entered above. Screens in order: PfHsp40 yeast	Y pestis TopoI	SARS 3CLpro inh	Anthrax LF inh2	BoNT A protease	TcdB GH inh	BH1578 lux ind	VHR inh abs	SSB-PriA inh	CCHF vOTU inh
CCc1cc2c(=O)c(-c3ccc4c(c3)OCCO4)c(C)oc2cc1OS(C)(=O)=O across the screens: -0.7	23	5	-1	1.1	·	3.8	18	-7	29
Cc1n[nH]c(=O)c2c(NC(=O)CSc3c(Cl)cccc3Cl)oc(C)c12 across the screens: ·	4	·	2	-0.3	1.1	-0.7	·	-17	3
Cc1ccc(C)c(OCc2n[nH]c(=S)o2)c1 across the screens: -1.1	-3	0	-5	-0.9	1.2	-0.4	23	-5	8
CCNc1sc(C(=O)c2cccs2)c(N)c1-c1nc2ccccc2s1 across the screens: 0.7	-12	1	-4	3.2	·	2.8	17	55*	-5

Additional compounds follow:
SMILES	PfHsp40 yeast	Y pestis TopoI	SARS 3CLpro inh	Anthrax LF inh2	BoNT A protease	TcdB GH inh	BH1578 lux ind	VHR inh abs	SSB-PriA inh	CCHF vOTU inh
O=C(O)C1=CC[C@@H](c2ccc(Cl)cc2)N(S(=O)(=O)c2ccc(Cl)cc2)[C@H]1c1ccc(F)cc1	11	6	·	-7	0.1	-0.4	-1.2	·	4	17
CCOC(=O)c1cc2c(=O)n3ccccc3nc2n(C(C)C)c1=NC(=O)c1c(-c2ccccc2Cl)noc1C	1.0	2	-1	26	39*	1.7	i	8	2	-11
O=C(Nc1ccc2c(c1)OCCO2)C1c2ccccc2OCC(=O)N1Cc1ccccc1 (stereo not drawn)	·	·	·	-4	1.4	-5.3	·	·	·	10
O=C(c1cc2nc(-c3ccc(Cl)cc3)cc(C(F)(F)F)n2n1)N1CCOCC1	-0.8	-6	-4	2	-0.1	-0.6	-2.0	20	3	-8
COc1cc2c(cc1OC)CN(c1nc(-c3cccnc3)nc3ccccc13)CC2	2.8	41	-3	3	2.0	0.2	-1.4	18	17	15
CCc1noc(C)c1C(=O)Nc1nc2ccc(OC)cc2s1	0.3	-4	·	?	?	-0.7	-10	·	-6	2
CCCCCOc1ccc(C(=O)OCC(=O)Nc2cc(C)c(C)cc2[N+](=O)[O-])cc1	-0.4	-1	-1	-1	-0.8	-0.2	0.4	-2	-9	-2
O=C(NCc1ccc(F)cc1)c1cc2ccccn2n1	1.3	1	0	-6	0.1	0.3	-0.2	16	-6	1
CC1=C(c2ccccc2)[N+](=O)C2(CCCC2)N1[O-]	-1.1	2	1	-2	1.2	·	2.1	-5	0	-9
C[C@@]12C(=O)OC(=O)[C@]1(C)C1CCC2O1	-0.5	1	·	-4	-0.4	-11	0.8	·	-10	5
COc1ccccc1C(=O)Nc1ccc2nc(SCC(=O)N(C)C)sc2c1	-0.5	27	-2	1	0.0	·	-0.3	24	-10	-7
COc1cc(C(C)=O)ccc1OCC(=O)Nc1cc(C)on1	-1.2	7	·	-2	1.9	1.1	i	·	-6	2
CCOc1ccc(NC(=O)CN2C(=O)NC(CCSC)C2=O)cc1 (stereo not drawn)	0.4	-2	-1	0	0.8	1.8	-0.9	9	3	-7
COc1cccc(C(C(=O)NCc2ccco2)N(Cc2ccco2)C(=O)Cn2nnc3ccccc32)c1 (stereo not drawn)	-1.0	38	28*	5	-0.5	·	-0.2	-12	10	8
CN(Cc1nc(-c2cccnc2)no1)S(=O)(=O)c1ccc2ccccc2c1	0.0	-2	1	-3	0.0	·	1.0	7	-9	11
Cc1cc(C(=O)O)c(C)n1C1CC1	0.2	10	1	-7	-0.2	0.3	-0.2	0	1	-10
O=C(Nc1ccc(Br)cc1F)c1cccnc1	0.8	1	-5	0	-0.1	1.3	i	-8	12	-5

The list is partial; the hit share may differ from the screen's.
